# Source: PubChem BioAssay
# 697 NFkB inh: inhibitors of PMA/ionomycin-induced NF-kB reporter, 697 cells, primary screen, B-cell NF-kB inhibitor project, cell-based, luminescence, uHTS. 697 B-cell NF-kB luciferase reporter, 16 h. 330,000 compounds, 0.33% hits. inhibition, % at 4 µM; in the data active means inhibition above about 35%
# XBP1 UPR activ: activators of adaptive XBP1 UPR arm, primary screen, cell-based, CHO-XBP1 luciferase reporter, luminescence, uHTS; IRE1-XBP1 UPR activation; percent of tunicamycin response, DMSO as zero; activation, % at 20 µM; 330,000 compounds, 0.33% hits;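 active means versus positive control, 20 µM dose yields 30% or more activation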;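 further: 100% = tunicamycin at 10 µg/mL and 0% = DMSO only wells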
#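 Material – CHO cell line with stable XBP1 luciferase reporter · Buffer or medium – F12 plus 10% FBS · Compound – single point, 20 µM final compound, 1% DMSO · Schedule – 16-18 h cell attachment at 37 °C, then 6 h compound exposure · Signal – Steady-Glo luminescence read · Benchmarks – high control tunicamycin 10 µg/mL final, low control DMSO vehicle only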
# Mdm2 MdmX PPI: inhibitors of human Mdm2-MdmX association, primary screen, cell-based, luminescence, split luciferase, SaOS-2, uHTS; inhibition, % at 8 µM; 330,000 compounds, 3% hits; SaOS-2 split-luciferase Mdm2/MdmX complementation; Protein Mdm4 (Homo sapiens) + E3 ubiquitin-protein ligase Mdm2 (Homo sapiens), …;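 active means inhibition of at least 50% at 8 µM in the primary screen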
# Target sequence (O15151 whole entry, looked up): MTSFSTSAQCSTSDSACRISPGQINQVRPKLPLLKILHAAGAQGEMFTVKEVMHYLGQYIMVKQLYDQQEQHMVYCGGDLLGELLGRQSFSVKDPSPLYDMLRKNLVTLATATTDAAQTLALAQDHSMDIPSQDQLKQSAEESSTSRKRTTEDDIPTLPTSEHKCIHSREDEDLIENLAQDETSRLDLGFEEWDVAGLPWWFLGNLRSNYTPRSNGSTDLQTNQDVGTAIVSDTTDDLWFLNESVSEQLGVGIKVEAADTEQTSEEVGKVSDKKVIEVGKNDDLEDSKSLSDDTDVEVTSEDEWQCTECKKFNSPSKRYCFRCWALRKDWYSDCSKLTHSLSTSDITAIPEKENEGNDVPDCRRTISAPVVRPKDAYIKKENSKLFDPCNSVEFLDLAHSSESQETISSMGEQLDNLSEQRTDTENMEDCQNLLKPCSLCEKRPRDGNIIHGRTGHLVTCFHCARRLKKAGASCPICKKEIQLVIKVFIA
# Target sequence (Q00987 whole entry, looked up): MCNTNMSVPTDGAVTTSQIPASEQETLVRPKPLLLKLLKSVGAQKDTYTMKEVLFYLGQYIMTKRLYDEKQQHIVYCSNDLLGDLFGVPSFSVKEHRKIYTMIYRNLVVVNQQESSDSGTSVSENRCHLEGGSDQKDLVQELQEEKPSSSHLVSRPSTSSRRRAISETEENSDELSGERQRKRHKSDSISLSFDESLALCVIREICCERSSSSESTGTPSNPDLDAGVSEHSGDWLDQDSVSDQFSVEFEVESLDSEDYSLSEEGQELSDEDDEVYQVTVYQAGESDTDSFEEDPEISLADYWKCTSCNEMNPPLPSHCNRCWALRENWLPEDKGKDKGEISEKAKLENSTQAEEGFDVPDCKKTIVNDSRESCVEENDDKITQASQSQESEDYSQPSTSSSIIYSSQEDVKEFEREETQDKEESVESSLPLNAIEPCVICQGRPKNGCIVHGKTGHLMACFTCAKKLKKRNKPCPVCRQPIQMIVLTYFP
# UPR CHOP act: activators of apoptotic CHOP UPR arm, primary screen, cell-based, CHO-CHOP luciferase reporter, luminescence, uHTS; UPR activation; percent of tunicamycin response over DMSO baseline; activation, % at 10 µM; 330,000 compounds, 0.34% hits;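 active means at 10 µM dose, activation of 40% or more, normalized to positive control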;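 further: 100% = tunicamycin at 10 µg/mL and 0% = DMSO alone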
#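 System: CHO CHOP reporter cells. Amount: 500 cells per well. Buffer or medium: F12 medium, 10% FBS. Compound dosing: one dose, 10 µM in 0.5% DMSO. Incubation: 6 h compound exposure at 37 °C after overnight seeding. Technique: Steady-Glo luciferase luminescence. Benchmarks: tunicamycin and DMSO controls.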
# APJ agonist: agonists of human apelin receptor APJ, primary screen, CHO-K1 cells, PathHunter beta-arrestin, luminescence | P35414 | 0% DMSO wells, 100% apelin | activation, % at 20 µM | 330,000 compounds, 0.11% hits;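 active means activation more than six SD over the plate average, tested at 20 µM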;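 further: 0% = DMSO alone and 100% = apelin-13 at 10 nM; some results filed as inactive read as strong as hits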
#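 Assay system: CHO-K1 APJ beta-arrestin complementation cell line / Compound: single test compound dose, 20 µM final, 1% DMSO / Times: overnight seeding, 90 min compound at 25 °C, 1 h detection / Technique: beta-gal luminescence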
# tim23-1 inh: growth inhibitors of tim23-1 mutant yeast, primary screen, luminescence, uHTS. S. cerevisiae tim23-1 growth, BacTiter-Glo luminescence, 24 h. inhibition, % at 20 µM. 330,000 compounds, 1.3% hits. AID 463212, 2010;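 active means growth inhibition of the mutant yeast at or above 50%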;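 further: temperature-sensitive mutant grown at 25 °C; plate controls were DMSO-treated mutant yeast for no effect and medium wells lacking yeast for full effect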
# Jurkat NFkB inh: inhibitors of induced NF-kB luciferase reporter, primary screen, TCR NF-kB activation inhibitor project, cell-based, luminescence, uHTS; Jurkat, PMA/ionomycin-induced NF-kB luciferase reporter; inhibition, % at 4 µM; 330,000 compounds, 0.53% hits; in the data active means inhibition above about 50%
# APJ antag: antagonists of human apelin receptor APJ, primary screen, CHO-K1 cells, beta-arrestin complementation, luminescence; AID 2521, 2010; inhibition, % at 20 µM; P35414; 330,000 compounds, 0.32% hits;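 active means inhibition above about 40% at 20 µM, limit read from the data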;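 further: cells challenged with 10 nM apelin-13 agonist together with compound; plate controls were apelin-13 plus DMSO wells for no effect and DMSO wells lacking apelin-13 for full effect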
# An asterisk follows results filed as active; . = no result given; & = joins results of further samples.
SMILES,697 NFkB inh,XBP1 UPR activ,Mdm2 MdmX PPI,UPR CHOP act,APJ agonist,tim23-1 inh,Jurkat NFkB inh,APJ antag
O=C(N/N=C\c1ccc(F)cc1)c1cc(OCC(F)(F)F)ccc1OCC(F)(F)F,-14,-3,8,-3.6,-3,-5,0,21
COc1cc(N2N=C(c3ccccc3)CC2c2ccccc2)c(C=O)cc1C=O (centres undefined),-21,-2,35,-2.1,-1,10,0,24
CCn1c(O)c(/C=N/N=C/c2ccccc2)c2ccc(C3=NNC(=O)CC3)cc21,11,-1,33,4.0,4,22,23,-11
Cc1ccn2c(CN(C)CCn3nc(C)cc3C)c(C(=O)N3CCCCCC3)nc2c1,-10,-2,0,1.0,-4,16,-7,4
Cc1ccc(OCCN2C(=O)C(=O)c3cccc(C)c32)cc1,18,8,12,0.3,-2,27,14,19
N#CC1=C(N)SC2(CCCCC2)SC1c1ccccc1 (centres undefined),-18,-4,-1,0.9,0,28,-4,18
COc1ccc(CNc2oc(C)nc2C#N)cc1,18,-2,10,-0.5,-2,-9,8,19
C=C(C)Cn1c(=S)[nH]c2ccccc2c1=O,-20,-2,-24,0.5,1,5,2,6
CN(C)c1ccc(NC(=O)CN2CCc3ccccc3C2)cc1,-39,-1,-40,4.0,-1,3,-33,-24
COc1ccc(N(CC(=O)NC2CCS(=O)(=O)C2)S(=O)(=O)c2ccc(Cl)c(Cl)c2)cc1 (centres undefined),4,-1,10,-0.6,-4,-25,6,-18
O=C(CCN1C(=O)c2ccccc2C1=O)Nc1cccc(S(=O)(=O)N2CCCCC2)c1,8,1,-1,-0.5,-4,18,9,16
O=C(NC1CCCCC1)c1cc(-c2ccco2)on1,-94,1,-133,1.9,-6,-8,-130,0

# Part of the list above, reduced to UPR CHOP act and APJ agonist.
structure,UPR CHOP act,APJ agonist
O=C(N/N=C\c1ccc(F)cc1)c1cc(OCC(F)(F)F)ccc1OCC(F)(F)F,-3.6,-3
COc1cc(N2N=C(c3ccccc3)CC2c2ccccc2)c(C=O)cc1C=O (centres undefined),-2.1,-1
CCn1c(O)c(/C=N/N=C/c2ccccc2)c2ccc(C3=NNC(=O)CC3)cc21,4.0,4
Cc1ccn2c(CN(C)CCn3nc(C)cc3C)c(C(=O)N3CCCCCC3)nc2c1,1.0,-4

# The listing picks up, repeating the 3 entries before the break.
SMILES,697 NFkB inh,XBP1 UPR activ,Mdm2 MdmX PPI,UPR CHOP act,APJ agonist,tim23-1 inh,Jurkat NFkB inh,APJ antag
COc1ccc(N(CC(=O)NC2CCS(=O)(=O)C2)S(=O)(=O)c2ccc(Cl)c(Cl)c2)cc1 (centres undefined),4,-1,10,-0.6,-4,-25,6,-18
O=C(CCN1C(=O)c2ccccc2C1=O)Nc1cccc(S(=O)(=O)N2CCCCC2)c1,8,1,-1,-0.5,-4,18,9,16
O=C(NC1CCCCC1)c1cc(-c2ccco2)on1,-94,1,-133,1.9,-6,-8,-130,0
CCOc1cccc2sc(NC(=O)CC)nc12,28,-3,21,2.7,-1,17,-2,12
COCCn1c(SCC(=O)c2ccccc2)nc2ccccc2c1=O,0,1,6,3.0,-3,20,0,-29
CCOc1cc(N2CCOCC2)c(OCC)cc1NC(=O)CN1CCCC(C)C1 (centres undefined),14,1,16,-1.4,0,10,-14,9
CCN(CC)C(=O)[C@H]1C[C@H](CC(=O)NC/C=C(\C)CCC=C(C)C)C(=O)N2CCc3c([nH]c4ccc(Cl)cc34)[C@]12C,-21,14,33,4.6,.,25,.,.
CCCCNC(=O)CCSc1ccc(C)cc1,2,1,4,0.5,-2,0,0,-8
O=C(CN1CCN(S(=O)(=O)c2ccc(Br)cc2)CC1)Nc1ccccc1C(=O)c1ccccc1,-16,-2,23,5.4,-1,35,5,16
CCn1c(CNC(=O)c2ccc3c(c2)OCO3)nnc1SCC(=O)Nc1ccccc1F,1,-1,20,1.3,1,3,4,10
CCc1c(O)nc(SCC(=O)Nc2ccc(C)cc2)n(C2CCCCC2)c1=O,2,-1,18,-1.1,-3,17,19,-8
CC1CCCN(C(=O)C(=O)Nc2ccc3nc4n(c(=O)c3c2)CCCCC4)C1 (centres undefined),-21,4,-26,2.0,0,24,-31,-31
COc1cc2c(cc1OC)C(c1cccs1)N(C(=S)NC(C)C)CC2 (centres undefined),-57,1,25,-0.6,-2,11,-18,-12
CC1CCc2sc(C(=O)OCC(=O)NC(C)C)cc2C1 (centres undefined),11,1,13,0.3,-2,22,-45,-4
Clc1ccc(Cn2cnc3ccccc32)cc1,-15,-1,21,0.0,-2,13,9,-5
O=C(Cc1cn2ccsc2n1)OCc1ccccc1,-35,2,-11,4.3,2,7,-14,11
Cc1ccc(Cn2ccc(NC(=O)c3cc(-c4cccs4)on3)n2)cc1,-23,2,-8,2.4,1,2,-29,21
COc1cc(CC(=O)Nc2ccccc2N2CCOCC2)cc(OC)c1OC,-2,-1,-12,-0.5,-2,-13,-6,-18
COCc1[nH][nH]c(=O)c1C=NCC(=O)OC,6,0,-3,0.9,-2,-2,10,18
COc1ccc(OCC(=O)Nn2c(-c3ccc(C)cc3)nc3ccccc3c2=O)cc1,5,-5,6,-0.1,-4,23,5,-12
Cc1nc2ccccn2c1C(=O)Nc1ccc2c(c1)OCCO2,-42,-2,-2,-1.4,1,8,-6,4
CN1CCN(C(=O)C2=C[C@H](C(C)(C)C)C[C@H](OCCCCO)O2)CC1,-11,-1,-11,1.0,0,-1,-24,-3
COc1ccc(-c2csc(NC(C)c3nc4cc(C(=O)NCCCO)ccc4n3Cc3ccc(C)cc3)n2)cc1 (centres undefined),7,0,28,2.3,-8,17,6,39
CC(C)c1ccc2c(c1)C1(NN=C(c3ccccc3)S1)C(=O)N2 (centres undefined),-60,9,59*,31,-7,50*,-50,18
O=C(OCc1nnc(-c2ccccc2)o1)C1CCN(C(=O)c2ccc(Cl)cc2)CC1,10,-1,1,0.1,-2,7,5,8
COc1ccc(CCNc2nc(N3CCCCC3)nc(N3CCCCC3)n2)cc1OC,-14,-4,35,0.2,-5,37,-13,26
CC1(C)Cc2cccc(OCC(=O)NCc3ccc(F)cc3)c2O1,1,-3,23,-1.5,1,17,-1,-64
Oc1c(C=C2N=c3ccccc3=N2)sc(=S)n1-c1ccc(F)cc1,-26&-40,-1&2,4&-28,-0.5&0.6,2&8,13&12,-7&6,-1&1
CC(C)C1OC2c3cccc4cccc(c34)C2N1c1ccccc1 (centres undefined),-12,-4,-5,-1.2,-10,-8,8,32
CC(C)C[C@H](NC(=O)[C@H](Cc1ccccc1)n1c(=O)[nH]c2ccccc2c1=O)C(=O)N1CCC(C(=O)O)CC1,15,-6,18,-0.9,-4,13,13,9
Cc1nn(Cc2ccccc2Cl)c(C)c1NC(=O)CCCn1nc(C)c([N+](=O)[O-])c1C,23,-2,20,-0.9,-3,-7,3,13
Cc1ccc(S(=O)(=O)N(C)c2ccc(OCC(=O)Nc3ccc(C(=O)N(C)C)cc3)cc2)cc1C,9,-4,-30,-0.2,1,7,0,-2
CCOC(=O)Cn1c(=N)n(CCOc2ccc3ccccc3c2)c2ccccc21,-24,2,43,-0.5,-5,10,-1,-8
Cc1cc(C)c2[nH]c(=O)c(CN(Cc3cccnc3)C(=S)NCCCN(C)C)cc2c1,-6,-2,13,0.7,-1,-6,-8,-3
CCC1=C2CC[C@H]3C(=O)N(CC)C(=O)[C@H]3[C@H]2[C@@]2(Cc3ccccc3)C(=O)N(Cc3ccccc3)C(=O)N2C1=O,3,4,-18,2.5,2,24,12,9
COc1ccc(S(=O)(=O)N2CCC(C(=O)NCc3cccs3)CC2)cc1,-10,0,-6,0.9,-4,-1,8,9
Cc1ccc(NS(=O)(=O)c2c(C)[nH]c(=O)[nH]c2=O)c(Br)c1,3,-3,-10,0.3,-4,3,21,-5
CCOC(=O)CSc1nc(N)c2c3c(sc2n1)CCCC3,11,2,3,-1.1,2,27,-16,2
CCN(C(=O)C1CCCCC1)c1nnc(-c2cccnc2)s1,-32,0,11,0.6,-4,-18,-8,-15
O=S(=O)(CCc1ccncc1)c1ccc(Cl)cc1,-5,0,3,0.0,0,14,1,10
COc1ccc(S(=O)(=O)N2CCN(CC3CC=CCC3)CC2)cc1 (centres undefined),18,0,-5,1.3,0,24,1,-4
CCOc1nnc(C)c2c(C)n(-c3cccc(Cl)c3)nc12,-41,-1,29,-1.1,-2,10,-2,9
Cc1ccc(-n2[nH]c3c4c(ccc3c2=O)C(=O)c2ccccc2C4=O)cc1,27,-3,22,-2.9,-2,-9,-5,-13
O=C(CSc1nnc(-c2cccnc2)n1Cc1ccco1)Nc1nc(-c2ccc(F)cc2)cs1,-7,2,35,-2.3,-2,1,7,-2
Cc1cnc(C(=O)OCC(=O)Nc2ccc3c(c2)OCCO3)cn1,4,-3,-23,-0.4,-1,-3,2,14
CCOC(=O)c1cc2c(ccn2C)n1CC(=O)N1CCC(Cc2ccccc2)CC1,-7,1,2,-2.2,-1,32,-3,14
